Bioassay records deposited in PubChem BioAssay by National Center for Advancing Translational Sciences (NCATS).
Pf Dd2 inh = qHTS Primary assay for Inhibitors of Plasmodium falciparum Dd2 growth in vitro | P. falciparum Dd2 growth, SYBR Green, 72 h | Potency, µM (highest dose often 28.9 µM), for inactives: top-dose activity, negative = inhibition, hits mostly inhibitors | 120,000 compounds, 4.3% hits; active = well fitted inhibition curve with a large enough effect; inconclusive = small, poorly fitted or top-dose-only effect; inactive = no such curve, though single readings can be large or run the other way;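 note: plate controls were DMSO vehicle for no effect and reference drug for full effect; nearly all actives have a fitted effect of over 65% in size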
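Infected erythrocytes (Dd2, 0.3% parasitemia, 2.5% hematocrit final) are added to compound in RPMI-1640/Albumax II medium, grown 72 h at 37C in low oxygen, then lysed with saponin/Triton-X containing SYBR Green and read by fluorescence.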
Starred values were filed as active, the others as inactive; i = inactive; ? = inconclusive; [ ] = another dose, or the depositor's remark. Potency is the fitted concentration of half-maximal effect. A portion of the library; rates above refer to the full screens.

| Molecule | Pf Dd2 inh |
| --- | --- |
| COc1ccc(NC(=O)c2c(NCc3ccc(N(C)C)cc3)sc3c2CCC3)cc1 | ? |
| O=C1NCc2ccccc2CC12CCCN(Cc1ccsc1)C2 (stereo unspecified) | ? |
| CN(C)C1CCN(Cc2cc3cc4c(cc3nc2-c2ccc(Cl)cc2)OCO4)C1 (stereo unspecified) | 11.2µM* |
| O=C(NC[C@H]1OC[C@@H](NCc2cnc[nH]2)[C@@H]1O)C1CCCC1 | 14.0%[44.1 µM] |
| CCc1nc2cc(N3CCCC(C(=O)NC(C)C)C3)cnc2nc1CC (stereo unspecified) | i |
| O=C(O)COc1ccc(-c2nccc3c2C(=O)N(Cc2c[nH]c4ccccc24)CC(CNC(=O)c2cccc(Cl)c2)O3)cc1 (stereo unspecified) | ? |
| COC(=O)[C@@H]1Cc2c([nH]c3ccccc23)[C@H]2C[C@@H](NCc3ccccc3)C[C@@H](c3ccccc3F)N21 | ? |
| Cc1ccccc1CCC1CCCN(C(=O)CCc2ccncc2)C1 (stereo unspecified) | -5.6% |
| CN1C(=O)c2ccccc2Sc2ccc(NC(=O)c3ccc(C#N)cc3)cc21 | i |
| CC(C)C1N=C2c3ccccc3N=C(SCC(=O)NCc3ccc(Cl)cc3)N2C1=O (stereo unspecified) | ? |
| CCCNC(=O)c1noc(-c2ccc(C#N)cc2)n1 | -3.9% |
| COc1cccc(CN2CCc3nn(Cc4ccccc4)c(=O)n3CC2)n1 | -17.5% |
| COCCN1C(=O)c2cccn2CC1CNC(=O)NCc1ccc(F)cc1 (stereo unspecified) | -8.0% |
| CSc1ccc(CCNC(=O)Cn2ncc3c([nH]c4ccccc43)c2=O)cc1 | 100.1%[activator] |
| Cc1ccc(NC(=O)Nc2ccc(C)n(CC(=O)Nc3ccc(C)cc3C)c2=O)cc1 | -19.9% |
| COc1ccc(OC)c(NC(=O)c2c(C)oc3ccn(Cc4cccc(F)c4)c(=O)c23)c1 | ? |
| CN1C(=O)C2(CCN(C(=O)C3CCCC3)CC2)c2ccccc21 | 12.7% |
| CCNC(=O)C1CCN(Cc2cc3ccccc3n2Cc2ccc(C)cc2)CC1 | ? |
| Cc1ccc(CNC(=O)CN2C(=O)C3CCCCN3c3ccc(C(=O)N4CCCC4)cc32)cc1 (stereo unspecified) | -12.4% |
| CNC(=O)N1CCC(C2CCN(C(=O)CCCc3ccccc3)C2)CC1 (stereo unspecified) | -20.8% |
| O=C(CSc1nc2c([nH]c3ccccc32)c(=O)n1-c1ccc(F)cc1)N1CCCCC1 | 17.3% |
| O=C(NC[C@H]1C[C@@H]2CCN1C[C@@H]2CN1CCC(Cc2ccccc2)CC1)c1ccc(C(F)(F)F)cc1 | ? |
| CN(Cc1cccc(CCN)c1)Cc1cccc2ncccc12 | 7.08µM* |
| CCOC(=O)c1cccc(NC(=O)C2COc3ccc(OC)cc3C2)c1 (stereo unspecified) | 25.9% |
| COCCCn1c(=O)c2sccc2n2c(CCCC(=O)NC3CCC(C)CC3)nnc12 (stereo unspecified) | i |
| CN(C(=O)CSc1nc2ccc(NC(=O)c3cccs3)cc2s1)c1ccccc1 | ? |
| CCS(=O)(=O)c1ccccc1C(=O)Nc1ccc(-c2nc3ccccc3s2)cc1 | 40.2%[activator] |
| COc1ccc(-c2noc(CCCC(=O)N3CCC(c4nc(C5CCOCC5)no4)C3)n2)cc1OC (stereo unspecified) | -0.6% |
| OC[C@@H]1O[C@H](CNCc2ccc(F)cc2)[C@H](N2CCN(c3ccccc3)CC2)[C@@H]1O | ? |
| CS(=O)(=O)N1C[C@H]2CCN(Cc3cc(F)c(F)cc3F)C[C@H]21 | -11.4% |

Given with each value named: part of the list above.
> O=C(NC[C@H]1C[C@@H]2CCN1C[C@@H]2CN1CCC(Cc2ccccc2)CC1)c1ccc(C(F)(F)F)cc1
  Pf Dd2 inh: ?

> CN(Cc1cccc(CCN)c1)Cc1cccc2ncccc12
  Pf Dd2 inh: 7.08µM*

Going on with the list:
| Molecule | Pf Dd2 inh |
| --- | --- |
| O=C1c2cnc(-c3ccc(Oc4ccccc4)cc3)nc2OCCN1CC1CC1 | 2.82µM* |
| O=C1NCCCCCCN(C(=O)NC2CCCCC2)[C@H]2C[C@H](C(=O)N3CCc4ccccc4C3)C[C@@H]12 | ? |
| CCOc1ccc(C(=O)NCCc2sc(-c3ccc(OC)c(OC)c3)nc2C)cc1 | ? |
| CN1CCN(Cc2nc(C3(O)CCN(Cc4ccccc4)CC3)cs2)CC1 | i |
| O=C(COc1ccc(Br)cc1)Nc1ccc(Cl)cc1C(=O)c1ccccc1 | -7.5% |
| CNCc1cn(C2CCN(Cc3c(OC)ccc(F)c3F)CC2)nn1 | -21.6% |
| Cc1nccn1CC1CCN(C(=O)c2cn(C3CCC(N)CC3)nn2)CC1 (stereo unspecified) | -0.8% |
| c1c[nH]c(C2CCCC2)n1 | -2.3%[76.6 µM] |
| Cc1oc(-c2ccc(Cl)cc2)nc1CSc1nnc(C)n2c1cc1sccc12 | 4.1% |
| CCOC(=O)c1c(NC(=O)/C=C/c2ccc(OCC)cc2)sc(C)c1C | 46.6%[activator] |
| COC1C(=O)N(C2CCN(C(=O)Nc3ccc4c(c3)OCCO4)CC2)C12CCOCC2 (stereo unspecified) | -23.6% |
| CNCC(=O)N1CCN(Cc2nc(C3CC3)no2)CC(O)C1 (stereo unspecified) | -11.5% |
| CS(=O)(=O)Nc1ccc(C2(C(=O)NCCN3CCCCC3)CCCCC2)cc1 | i |
| O=C(COCc1cc(-c2cccs2)on1)N1CCN(c2ccccc2)CC1 | i |
| Cc1ccc(Cl)cc1Nc1nn2c(=O)c3ccc(C(=O)NC(C)c4ccccc4)cc3nc2s1 (stereo unspecified) | 7.94µM* |
| Cc1ccc(NC(=O)C(=O)NCCc2sc(-c3ccc(Cl)cc3)nc2C)cc1C | 7.9% |
| Cc1ccc(-c2nc3c(C)cccn3c2Nc2ccccc2C)s1 | ? |
| Cc1cccc(Oc2nc3c(c(=O)n(C)c(=O)n3C)n2C)c1C | 81.4%[activator] |
| O=S(=O)(c1ccccc1)N1CCC2(CC1)CC(OCC1CC1)CCO2 (stereo unspecified) | 12.9% |
| CCNC(=O)N1C[C@@H]2OCC(=O)N(CCOC)[C@@H]2C1 | 1.7%[44.1 µM] |
| Cc1cccc(-n2cc(-c3ccccc3)c3c(NC(C)C)ncnc32)c1 | ? |
| c1ccc(-c2nnc3ccc(NCc4cccs4)nn23)nc1 | i |
| CNC(=O)[C@@H]1C[C@H](Oc2cccnc2)CN1S(=O)(=O)c1ccc2c(c1)CCC2 | ? |
| CCOc1ccccc1NC(=O)Nc1nnc(N2CCCC(C)C2)s1 (stereo unspecified) | ? |
| O=C(Nc1cc(F)ccc1F)C1CCN(C(=O)c2cnn(-c3ccccc3)c2-n2cccc2)CC1 | -16.4% |
| Cc1nc(-c2c3n(c(=O)n(CC(=O)Nc4ccc(Cl)cc4F)c2=O)CCCC3)no1 | -13.0% |
| COc1cc(OC)c(OC)cc1CN1CCC(C)(c2noc(C3CCOCC3)n2)CC1 | -11.2% |
| Cc1ccc(C(C)C)c(OCC(=O)Nc2c(C(=O)c3ccc(F)cc3)oc3ccccc23)c1 | 30.5%[activator] |
| CCCOc1ccc(-c2nonc2NC(=O)c2ccco2)cc1OCCC | ? |
| Cn1nc2n(c1=O)CCN(C(=O)NC1CCCCC1)CC2 | 4.4% |

As entered above:
Reading of Cc1nccn1CC1CCN(C(=O)c2cn(C3CCC(N)CC3)nn2)CC1 (stereo unspecified) in Pf Dd2 inh: -0.8%
Reading of O=C1c2cnc(-c3ccc(Oc4ccccc4)cc3)nc2OCCN1CC1CC1 in Pf Dd2 inh: 2.82µM*
Reading of c1c[nH]c(C2CCCC2)n1 in Pf Dd2 inh: -2.3%[76.6 µM]

Next section:
Structure | Pf Dd2 inh
Cc1nnc(SCc2cc(=O)c3ccccc3[nH]2)s1 | i
O=C(c1ccccc1Cl)N1CC2(Cc3ccccc3NC2=O)C1 | 13.5%
COc1cccc(-c2ncc3c(n2)OCCN(Cc2ccc(F)cc2F)C3=O)c1F | 10µM*
Cc1ccc(C)c(N2CCN(C(=O)NCc3noc4ccc(C)cc34)CC2)c1 | -8.5%
Cn1cc(C(NC(=O)c2cnc(N)nc2-c2ccccc2)C2CC(O)C2)cn1 (stereo unspecified) | -19.2%
CCn1cnnc1-c1nn(C)c2c1CN(C(=O)c1nn(C)c3ccccc13)CC2 | -27.8%
Cc1nc(-c2cccc(F)c2)sc1CCNC(=O)Cc1ccc(F)cc1 | 70.2%[activator]
O=C(CC1CCCN(c2cn[nH]c(=O)c2)C1)NC1CCN(Cc2ccccc2)CC1 (stereo unspecified) | i
CCN(Cc1ccncc1)C(=O)CCC1CCN(S(=O)(=O)c2ccccc2)CC1 | -17.0%
Cc1ccc(Cl)cc1N(C)C(=O)Cn1nc(Cc2cccnc2)c2ccccc2c1=O | -1.8%
c1ccc(C2(c3nc(C4CCOC4)no3)CCCCC2)cc1 (stereo unspecified) | -20.1%
COc1ccc(CNC(=O)N2CCC(c3noc(-c4cnccn4)n3)C2)cc1 (stereo unspecified) | i[5.79 µM]
Cc1cc(C)cc(OCC(=O)N(Cc2ccc(C)o2)C2CCS(=O)(=O)C2)c1 (stereo unspecified) | 0.9%
Cn1cccc1CN1CCC12Cc1ccccc1NC2=O (stereo unspecified) | ?
CCn1c(CO)nnc1C1CC(NC(=O)CN2CCOCC2)C1 (stereo unspecified) | 10.8%
Cc1ccc2nc(N(Cc3cccnc3)C(=O)c3cccs3)sc2c1 | ?
Cc1cccc(N2CCN(C(=O)c3ccc(NC(=O)c4nsc5ccccc45)cc3)CC2C)c1 (stereo unspecified) | ?
O=C(c1ccc(CC2CCNCC2)cc1)N1CCCC1 | 11.3%
O=c1[nH]c2ccc(NCc3ccc(-c4ccccc4)o3)cc2[nH]1 | -6.8%
CCC1=Nc2cc(C(=O)NCCC(C)C)ccc2Sc2ccc(Br)cc21 | 12.6µM*

Reprinted from the part before: three entries, followed by the next part.
Structure | Pf Dd2 inh
O=C(c1ccc(CC2CCNCC2)cc1)N1CCCC1 | 11.3%
O=c1[nH]c2ccc(NCc3ccc(-c4ccccc4)o3)cc2[nH]1 | -6.8%
CCC1=Nc2cc(C(=O)NCCC(C)C)ccc2Sc2ccc(Br)cc21 | 12.6µM*
Cc1c(Cl)cccc1NC(=O)Cn1ccn2nc3c(c2c1=O)CCCC3 | -9.5%
COC(=O)c1c(NC(=O)CCCOc2cccc(C)c2)sc2c1CCC2 | i
Cc1ccc(C(=O)N2CCCCCCNC(=O)[C@@H]3CCCC[C@@H]32)cn1 | -2.0%
COCC(=O)N1CCCC(C(=O)N2CCC(OCc3ccccc3)CC2)C1 (stereo unspecified) | -9.3%
COCC(=O)N(C1CCOCC1)C1CCN(C(=O)Cc2cccc(OC)c2)CC1 | 13.7%
COc1ccc(CNC(=O)CC[C@H]2CNC(=O)[C@@H]3[C@@H](CCN3Cc3cccc(Cl)c3)N2C)cc1 | i
COc1ccc(N2CCN(c3ccc(-c4nc(-c5ccccc5)no4)cc3[N+](=O)[O-])CC2)cc1 | 25.3%
Cc1ccc(C(=O)N2CCCC(c3nc(-c4ccccc4)no3)CCNC(=O)CC2)cn1 (stereo unspecified) | i
Cc1ccccc1CN1C[C@@H]2C(=O)N(Cc3ccc4c(c3)OCO4)C(=O)[C@@H]2C1 | 3.7%
Cc1nn(C)cc1C(=O)N[C@@H]1CN(C2CCOCC2)C[C@H]1CN(C)C | 26.3%
Cc1ccc(CNC(=O)Cn2cccc2-c2nc(-c3ccccc3)no2)cc1 | 20.4%
O=C(NC1CCCC1)c1ccc2c(=O)n(Cc3ccccc3)c(SCc3ccc([N+](=O)[O-])cc3)nc2c1 | 3.16µM*
CCC(CO)N(Cc1ccc(C)s1)C(=O)c1cn(CCN)nn1 (stereo unspecified) | -12.2%
Cc1ccc(Nc2cc(C(=O)NCCc3ccccc3)c3ccccc3n2)c(C)c1 | -28.7%
COc1cccc(-c2ncc[nH]2)c1 | -3.5%[44.1 µM]
CC(=O)Nc1ccc(S(=O)(=O)NCc2ccc3c(c2)CCN3C(C)=O)cc1 | 23.9%
Cc1nnc(CN2CCC(N3CCCC(C(=O)NCCc4ccccc4)C3)CC2)o1 (stereo unspecified) | -0.5%
COC[C@@H]1CN(c2ncccn2)C[C@H]1C(=O)NCc1ccccc1OC | 15.7%
CC(C)Oc1ccccc1-c1nc(SCC(=O)c2ccc(F)cc2)n[nH]1 | i
CNc1cc(-c2ccccc2C(=O)N(C(C)C)C(C)C)nc(N)n1 | -24.6%
COCCN1CCC(CN(Cc2ccncc2)C(=O)[C@@H]2C[C@@H]3C=C[C@H]2C3)CC1 | -8.2%
COc1ccc(C)cc1NC(=O)C(NS(=O)(=O)c1cccc2nsnc12)c1ccccc1 (stereo unspecified) | 48.9%[activator]
O=C(CN1Cc2nc(OCC3CC3)ccc2OCC1=O)N1CCCC1 | 6.4%[44.1 µM]
CC(=O)Nc1ccc(S(=O)(=O)N[C@H]2CO[C@H]3[C@@H]2OC[C@@H]3n2nnnc2Oc2ccc(-n3ccnc3)cc2)cc1 | ?
Cc1cccc(C(=O)N2CCC(c3nc(C4CCOCC4)no3)C2)c1 (stereo unspecified) | -11.1%
CCCCN(C)C(=O)CSc1nc2ccccc2nc1Cc1ccc(C)cc1 | -21.9%
Cn1cc(CC(=O)N2CCCc3ncc(C(=O)NCCN4CCCC4)cc32)c2ccccc21 | i
O=C(Cn1c(SCc2cccc(F)c2)nc2ccncc21)Nc1ccc(Cl)cc1F | 28.3%
Cc1ccc(C(=O)N2CCC(n3cc(-c4nc(-c5ccccc5)no4)nn3)C2)s1 (stereo unspecified) | -0.6%
COc1cc(Cl)ccc1C(=O)NC1CCN(c2cc(-c3ccccc3)[nH]n2)CC1 | -9.7%
CNC(=O)[C@@H](Cc1ccccc1)N1CCC[C@H]1C(=O)NCC1CC1 | i
Cc1nnc2c(N3CCN(c4ccc(F)cc4)CC3)nc3ccc(C(=O)c4ccccc4)cc3n12 | ?
Cc1ccccc1CNC(=O)Nc1ccc2c(c1)N(C)C(=O)c1ccccc1S2 | ?
